# ALDH1A1 inh = inhibitors of human aldehyde dehydrogenase 1A1. AID 1030. Purified ALDH1A1, NADH fluorescence, propionaldehyde substrate. P00352. Potency, µM (highest dose often 75.3 µM), inactives show at the top dose activity, negative = inhibition, hits mostly inhibitors. 220,000 tested, 7.3% active; active = well fitted inhibition curve with a large enough effect, not every such curve was filed as active; inconclusive = small, poorly fitted or top-dose-only effect, or another doubt; inactive = no such curve, though single readings can be large or run the other way;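 note: plate controls were no enzyme wells and a reference inhibitor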
# RECQ1 inh = inhibitors of human RECQ1 DNA helicase | RECQ1 DNA unwinding, red fluorescence kinetic read | P46063 | AID 2549 | Potency, µM (highest dose often 57.3 µM), for inactives: at the highest dose activity, negative = inhibition, usual class: inhibitors | 240,000 tested, 0.54% active;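 note: plate controls were vehicle for no effect and no enzyme for full effect; nearly all actives have a fitted effect of over 30% in size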
# Target sequence (P46063 whole entry, looked up): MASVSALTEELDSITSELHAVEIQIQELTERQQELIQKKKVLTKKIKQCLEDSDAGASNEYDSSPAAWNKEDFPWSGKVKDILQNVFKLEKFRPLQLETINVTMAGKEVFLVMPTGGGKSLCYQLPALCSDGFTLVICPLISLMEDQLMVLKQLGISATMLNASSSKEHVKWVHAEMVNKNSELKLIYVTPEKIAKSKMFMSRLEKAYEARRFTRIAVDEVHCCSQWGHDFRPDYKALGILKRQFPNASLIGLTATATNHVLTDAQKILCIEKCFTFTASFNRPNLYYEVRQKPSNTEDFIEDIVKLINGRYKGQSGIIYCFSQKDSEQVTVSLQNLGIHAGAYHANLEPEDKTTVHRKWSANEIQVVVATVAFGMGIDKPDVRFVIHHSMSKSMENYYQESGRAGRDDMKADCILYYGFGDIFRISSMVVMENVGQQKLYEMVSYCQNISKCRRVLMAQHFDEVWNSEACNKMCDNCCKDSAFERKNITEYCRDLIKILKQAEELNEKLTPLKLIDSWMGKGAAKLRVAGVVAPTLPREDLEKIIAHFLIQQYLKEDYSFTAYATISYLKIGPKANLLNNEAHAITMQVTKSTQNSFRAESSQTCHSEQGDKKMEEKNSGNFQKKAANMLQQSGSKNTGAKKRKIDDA
#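 RECQ1T1 50 nM; forked duplex (20 bp + 30-nt ss tails) 200 nM, ATP 2 mM final; pH 8.0, 2 mM MgCl2, 2.5 ug/ml poly(dI-dC); 15 min compound preincubation; discontinuous kinetic read over 2 h at RT.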
# Tau ThT inhib = tau fibrillization inhibition (ThT binding). P10636. Potency, µM (doses to about 57.4 µM), inactives show at the top dose activity, negative = inhibition, actives largely listed as inhibitors. 270,000 tested, 2.1% active. recombinant tau K18 P301L, heparin-induced fibrillization, ThT fluorescence; note: % is set by controls: 0 for no effect and ±100 for the full control effect; nearly all actives have a fitted effect of over 55% in size
#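 ThT emission at 510 nm, taken 1 hr after adding 30 uM dye, quantifies aggregates formed when 20 uM heparin acts on human tau K18 P301L for 6 hr at 37 C.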
# L3MBTL1 block = blocks human L3MBTL1 | Q9Y468 | AlphaScreen L3MBTL1–H3K9me1 peptide binding | Potency, µM (highest dose often 57.1 µM), for inactives: top-dose activity, negative = inhibition, usual class: inhibitors | 230,000 tested, 0.66% active | AID 485360; note: % is set by controls: 0 for no effect and ±100 for the full control effect; nearly all actives have a fitted effect of over 60% in size
#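 AlphaScreen proximity signal between nickel-chelate acceptor and streptavidin donor beads (final 10 ug/mL) reports binding of 50 nM L3MBTL1 to 75 nM biotin-H3 K9me1 peptide; complex incubated with compounds 30 min at room temperature; cefsulodin titration as control.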
# Lamin A splicing = modulators of lamin A splicing; HeLa LMNA splicing GFP/RFP minigene ratio, 48 h; Potency, µM (doses to about 46.1 µM), for inactives: at the highest dose ratio change, negative = inhibition, hits mostly inhibitors; 200,000 tested, 0.01% active; active = well fitted inhibition curve with a large enough effect in the signal ratio, with a control signal flat, not every such curve was filed as active; inconclusive = small, poorly fitted or top-dose-only effect, or effect the other way, or a change in a side signal; the % refers to the signal ratio; note: % is set by controls: 0 for no effect and ±100 for the full control effect
#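 S3 HeLa stable clones carrying a lamin A-EGFP splicing minigene plus DsRed2 were seeded at 600 cells/well in Opti-MEM with 2% FBS, pin-dosed and incubated 48 h at 37°C. Acumen cytometry (488 nm) gave the GFP/RFP total-intensity ratio.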
# KinaseGlo FLuc = counter-screen: inhibitors of Kinase-Glo firefly luciferase; AID 1379; Potency, µM (highest dose often 38.3 µM), inactives show top-dose activity change, negative = inhibition, most hits filed as inhibitors; Kinase-Glo luciferase, ATP luminescence, 8 min; 200,000 tested, 0.28% active; note: % is set by controls: 0 for no effect and ±100 for the full control effect; nearly all actives have a fitted effect of over 60% in size
#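 Compounds were added to a substrate mix at pH 7.2 (50 mM imidazole, 10 uM ATP, within the enzyme's linear range), followed by Kinase-Glo detection reagent; luminescence was measured after 8 minutes at ambient temperature.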
# JMJD2E inh = blocks human JMJD2E demethylase activity; Potency, µM (doses to about 57.1 µM), for the others: at the highest dose activity change, negative = inhibition, actives largely listed as inhibitors; JMJD2E catalytic domain, FDH-coupled NADH fluorescence (FDH is formaldehyde dehydrogenase); 230,000 tested, 1.6% active; active = well fitted inhibition curve with a large enough effect, not every such curve was filed as active; inconclusive = small, poorly fitted or top-dose-only effect, or another doubt; inactive = no such curve, though single readings can be large or run the other way;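 note: 0% = wells with enzyme and -100% = buffer wells without enzyme; nearly all actives have a fitted effect of over 50% in size; many of its hits are not listed in these tables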
# Target sequence (B2RXH2 1-337 limits assumed): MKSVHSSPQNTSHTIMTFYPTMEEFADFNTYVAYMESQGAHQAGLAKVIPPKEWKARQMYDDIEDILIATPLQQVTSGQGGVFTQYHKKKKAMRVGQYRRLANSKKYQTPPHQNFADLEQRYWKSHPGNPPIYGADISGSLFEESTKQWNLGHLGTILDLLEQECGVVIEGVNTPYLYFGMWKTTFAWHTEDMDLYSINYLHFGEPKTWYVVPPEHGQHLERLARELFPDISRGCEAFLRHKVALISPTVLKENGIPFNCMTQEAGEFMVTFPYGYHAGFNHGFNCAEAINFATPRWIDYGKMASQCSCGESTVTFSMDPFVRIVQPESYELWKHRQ
# SMN2 splice up = enhancers of SMN2 splice variant expression; Potency, µM (top dose mostly 46.1 µM), for inactives: at the highest dose activity change, positive = activation, most hits filed as activators; HEK293 SMN2-luciferase splicing reporter, luminescence, 30-36 h; 210,000 tested, 2.8% active; AID 1458; note: % of control where 0% means no effect; nearly all actives have a fitted effect of over 55% in size
#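 HEK293 cells carry an SMN2 minigene-luciferase reporter in which exon 7 inclusion puts luciferase in frame. Cells were seeded at 2000 cells/well, attached for 10-12 hours, then exposed to compounds for 30-36 hours at 37C before ONE-Glo luminescence.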
# Starred values were filed as active, the others as inactive; i = inactive; ? = inconclusive; nt = no result given; & = joins results of further samples; [ ] = dose if it differs, or a comment. Unless noted, calls come from the whole dose curve; as a rule, active = well fitted curve in the direction sought with a large enough effect; inconclusive = small, poorly fitted or top-dose-only effect, or another doubt; inactive = no such curve, though single readings can be large; an effect the other way counts as inactive or inconclusive. Potency is the fitted concentration of half-maximal effect. Only part of the results is shown. The share of hits here may be higher or lower than overall.
# Below each SMILES – ALDH1A1 inh	RECQ1 inh	Tau ThT inhib	L3MBTL1 block	Lamin A splicing	KinaseGlo FLuc	JMJD2E inh	SMN2 splice up
> O=C(Nc1ccccc1F)c1cnccn1
  7.0%	-1.0%	-2.4%	nt	1.6%[46 µM]	-5.8%	-4.5%	-24.5%
> Cc1cc(C)cc(NC(=S)NCCc2c[nH]c3ccccc23)c1
  4.5%	-13.0%	?	-20.2%	?	3.3%	-15.7%	-24.1%
> CC(C)(C)C1C/C(=C/c2ccccn2)C(=O)/C(=C/c2ccccn2)C1 (configuration not stated)
  ?	-13.0%	11.2µM*	nt	nt	-4.1%	-4.7%	-88.5%[inhibitor]
> O=C(NCC1COc2ccccc2O1)C1(c2ccccc2)CCCC1 (configuration not stated)
  -5.0%	i	-8.3%	12.4%	nt	-4.9%	?	nt
> Cc1nc2ccccc2c(=O)n1NC(=O)c1cccc([N+](=O)[O-])c1
  3.7%	i	3.5%	?	nt	-2.5%	-0.6%	6.4%
> NCc1ccc(S(N)(=O)=O)cc1
  -7.4%	-3.7%	-1.1%&-10.3%	-2.4%&0.1%	-1.9%&8.5%	14.8%	-1.5%	-49.0%[inhibitor]
> c1ccc(C2CCC(N3CCC(N4CCCCC4)CC3)CC2)cc1 (configuration not stated)
  10.3%	-10.8%	-8.9%	5.1%	-7.1%	2.0%	-0.5%	12.1%
> O=C(NCc1ccc(F)cc1)C(c1ccccc1)N(C(=O)c1csnn1)C1CC1 (configuration not stated)
  -7.4%	21.1%	-4.4%	-2.4%	14.0%[46 µM]	-7.1%	7.3%	-2.8%
> CCc1cc2c(=O)c(-c3nc4ccccc4n3C)c(C)oc2c(CN2CCN(CCO)CC2)c1O
  ?	i	-1.5%	-2.4%	7.4%	-0.8%	?	-1.3%
> CCCCn1nc2cc(C(=O)NC3CCCc4ccccc43)ccc2c1OCC (configuration not stated)
  ?	-4.9%	-17.8%	-4.2%	-0.3%	-4.7%	?	-29.5%
> CCCCOc1c(Cl)cc(CNC(C)(C)CO)cc1OCC
  3.6%	-2.4%	-1.6%	8.1%	4.4%	-2.1%	-8.5%	?
> NC(=O)c1cc([N+](=O)[O-])ccc1NCCN1C(=O)c2ccccc2C1=O
  ?	-1.4%	2.3%	nt	nt	-0.2%	-9.1%	6.8%
> CCOC(=O)C1(Cc2cccc(OC)c2)CCCN(Cc2cc(C(C)C)n[nH]2)C1 (configuration not stated)
  4.4%	i	-10.2%	28.9%	nt	nt	2.4%	nt
> N#Cc1cnn(-c2cccc(Cl)c2)c1N
  0.8%	i	3.1%	-14.3%	nt	-1.9%	4.1%	0.3%
> c1ccc2oc(C3=NNC(=NC4CC4)SC3)cc2c1
  28.2µM*	-1.9%	14.1µM*	-19.1%	25.6%	?	-11.9%	1µM*
> O=C(/C=C/c1cccs1)N1CCN(c2ccc(F)cc2)CC1
  nt	-17.4%	-5.2%	-4.4%	nt	nt	0.9%	nt
> O=C1CC(/C=C/c2ccccc2)=Nc2ccccc2N1
  -1.4%	-5.7%	?	-2.5%	?	-17.3%	-11.9%	-4.6%
> O=C(COc1ccccc1-c1ccccc1)N/N=C/c1ccncc1
  -7.8%	-3.8%	-8.8%	-2.8%	?	1.1%	-11.9%	nt
> Cn1cccc1CNCc1ccc(F)cc1
  ?	-2.7%	-2.0%	-14.3%	2.4%	-0.4%	-14.4%	-5.5%
> CCCS(=O)(=O)c1ccc(COC(=O)c2ccc(NC(C)=O)cc2)cc1
  ?	13.2%	2.9%	-4.4%	nt	0.0%	5.3%	-2.9%
> CC(=O)c1ccc(NC(=O)N[C@@H](CC(C)C)C(=O)O)cc1
  13.9%	i	-1.8%	3.0%	2.7%	nt	0.1%	nt
> O=C(COC(=O)/C=C/c1cccc(C(F)(F)F)c1)NCc1ccccc1
  12.3%	-2.2%	-0.1%	9.9%	-3.7%	-1.6%	3.8%	-7.0%
> O=C(c1cc2ccccc2oc1=O)N1CCN(c2ccccn2)CC1
  -2.9%	-1.9%	-3.4%	20.3%[11.4 µM]	1.8%	-0.2%	-1.1%	nt
> C=CCn1c(=S)[nH]c2nc3c(cc2c1=O)CCCC3
  ?	-12.2%	-11.6%	-8.3%	-0.7%	-14.5%	0.3%	-14.2%
> Clc1ccc2c(c1)-c1[nH]ncc1CS2
  nt	-1.3%	-16.8%	1.2%	nt	nt	2.7%	nt
> O=C(CCc1ccc(S(=O)(=O)NCCc2ccccc2)cc1)N1CCN(Cc2ccc3c(c2)OCO3)CC1
  ?	-6.9%	-15.7%	nt	?	0.9%	1.5%	-21.8%
> COc1ccc2c(c1)OC1(O)COc3cc(OC)c(OC)cc3C1=C2 (configuration not stated)
  ?	i	5.62µM*	nt	?	-1.5%	?	-18.9%
> CC(=O)NN1C(=O)c2ccccc2NC1c1ccco1 (configuration not stated)
  ?	-2.8%	-4.4%	nt	nt	-0.7%	?	-32.9%[inhibitor]
> COC(=O)c1sc2ccccc2c1-n1cccc1C(=O)C(=O)Nc1ccccc1
  -3.6%	-6.9%	-5.1%	-1.4%	15.5%	-2.3%	6.7%	2.3%
> Cc1ccc(/C=C/C(=O)O)cc1S(=O)(=O)N(CCO)CCO
  7.9%	-2.6%	-0.2%	-5.1%	-1.6%	3.4%	8.8%	49.9%
> COc1ccc(/C(O)=C(\C#N)c2nc3ccccc3n2C)cc1OC
  -8.7%	-3.2%	-15.6%	4.0%	-3.3%	-6.0%	-5.3%	-14.5%
> Cc1c(C(C)(C(=O)O)c2c(C)n(C)c3ccccc23)c2ccccc2n1C
  ?	-25.0%	?	-6.2%	nt	nt	?	nt
> O=C(NCCSc1c[nH]c2ccccc12)c1ccc(Br)o1
  -10.7%	-2.3%	?	-11.9%	?	2.5%	-3.4%	-4.0%
> Cc1ccc(OCc2nn3c(-c4n[nH]c5c4CCC5)nnc3s2)cc1
  4.7%	-8.1%	-21.8%	-11.7%	0.6%	-3.1%	5.6%	5.0%
> COc1ccc(CNC(=O)C(C)Cc2ccccc2)cc1O (configuration not stated)
  -7.5%&-4.1%	-8.1%	1.3%&0.7%	-0.9%	-4.7%	3.1%&-2.2%	?	-4.4%&-0.7%
> CCOCCCNC(=O)C(NC(=O)c1ccc(NC(C)=O)cc1)c1ccc(C)cc1 (configuration not stated)
  -2.5%	-6.9%	-13.6%	-1.2%	-7.8%	2.1%	2.0%	-10.1%
> CC1(C)C=Cc2c(c3c(c4c(=O)c(-c5ccc(O)cc5)coc24)OC(C)(C)CC3)O1
  -12.2%	-22.9%	?	-9.6%	?	0.1%	?	-25.5%
> Cc1ccc(S(=O)(=O)N2CCC(C(=O)N3CCC(C(=O)NCC4CCCO4)CC3)CC2)cc1 (configuration not stated)
  1.4%	-9.0%	-15.8%	-5.1%	0.0%	nt	?	nt
> OC[C@@H]1[C@@H](c2ccccc2)C(c2ccccc2)=NN1c1ccccc1
  ?	-13.7%[81.1 µM]	?	71.8%[activator]	nt	1.1%[39.9 µM]	nt	nt
> CCc1ccc(CCC(=O)Nc2nc(CC(C)=O)ns2)o1
  ?	i	?	-6.6%	-2.5%	12.8%	-4.1%	-18.0%
> CC(=O)Nc1cccc(NC(=O)CCn2c(=O)sc3ccccc32)c1
  9.6%	1.8%	0.0%	-0.1%[11.4 µM]	-7.1%	-1.4%	3.5%	-17.3%
> COc1ccc(C2c3c(ncn(CCCO)c3=N)Oc3ccc4ccccc4c32)cc1OC (configuration not stated)
  nt	10.2%	-0.8%	-22.5%	nt	nt	?	nt
> O=C(Cc1cccs1)NNC(=S)NCc1ccc(Cl)cc1
  -2.6%	-9.8%	-1.0%	-1.4%	11.5%	1.2%	7.0%	-13.6%
> CCOC(=O)C1CCN(c2ncnc3c2c(-c2ccccc2)cn3-c2ccccc2)CC1
  -8.3%	-4.8%	?	nt	-6.0%[46 µM]	-1.8%	?	-64.5%[inhibitor]
> CC(NC(=O)c1ccc(N2CCNCC2)c([N+](=O)[O-])c1)C12CC3CC(CC(C3)C1)C2 (configuration not stated)
  -5.2%	-4.9%	-17.8%	-2.7%	17.1%[46 µM]	-0.1%	-5.0%	-9.2%
> Nc1c(C(=O)NCCN2CCOCC2)c2nc3ccccc3nc2n1-c1ccccc1
  ?	7.3%	?	8.9%	?	-1.1%	?	4.4%
> O=S(=O)(NCCc1ccccc1)c1ccc(S(=O)(=O)N2CCCCC2)cc1
  4.7%	-15.1%	?	-2.7%	1.8%	-2.1%	-2.8%	-5.9%
> O=C(Nc1ccc(N2CCN(C(=O)c3ccco3)CC2)cc1)c1cccnc1Cl
  -0.5%	21.2%	?	-2.1%	?	-3.3%	?	nt
> COc1ccccc1NC(=O)C(Cc1ccc(Cl)cc1)c1nn[nH]n1 (configuration not stated)
  15.3%	-11.8%	7.0%	3.3%	6.0%	2.5%	-1.5%	-10.5%
> Cc1ccc(S(=O)(=O)N2CCN(c3nc(C)nc4sc5c(c34)CCC(C)C5)CC2)cc1 (configuration not stated)
  15.6%	-3.6%	2.8%	-6.9%	10.7%[0.0737 µM]	-1.2%	9.3%	-27.4%
> CCCCNC(=O)CSc1nc2cc(OC)c(OC)cc2c(=O)n1Cc1ccc(OC)cc1
  1.8%	-5.2%	-8.8%	2.9%	13.2%	-4.5%	7.6%	9.0%
> CCO[C@@H]1OC(C(=O)O)=C[C@H](c2ccc3c(c2)OCO3)[C@H]1CCCO
  -1.6%	-6.9%	7.3%	13.0%	nt	nt	3.3%	nt
> Cc1cccc(O)c1
  10.4%	-10.7%	-11.7%	nt	nt	-2.1%[39.9 µM]	nt	nt
> Cc1nc2ccccn2c1C(=O)N/N=C/c1ccc([N+](=O)[O-])cc1
  nt	-4.6%	?	4.2%	nt	nt	14.6%	nt
> O=C(Cn1c(NCCO)nc2ccccc21)c1cccs1
  -6.3%	-6.1%	9.0%	1.6%	-0.9%	-3.8%	-17.7%	-0.4%

# Screens: PubChem BioAssay, National Center for Advancing Translational Sciences (NCATS)
